Screening results as filed in PubChem BioAssay.
USP7 block: blocks human USP7 ubiquitin-rhodamine cleavage | inhibition, % at 20 µM | purified USP7, Ub-rhodamine cleavage fluorescence | hit rate 0.3% among 47,000 | Q93009 | AID 1645854
UCHL1 inh: human UCHL1 deubiquitinase inhibition; P09936; hit rate 0.2% among 47,000; purified UCHL1, Ub-rhodamine cleavage fluorescence; inhibition, % at 20 µM; AID 1645859
Target sequence (P09936 whole entry, looked up): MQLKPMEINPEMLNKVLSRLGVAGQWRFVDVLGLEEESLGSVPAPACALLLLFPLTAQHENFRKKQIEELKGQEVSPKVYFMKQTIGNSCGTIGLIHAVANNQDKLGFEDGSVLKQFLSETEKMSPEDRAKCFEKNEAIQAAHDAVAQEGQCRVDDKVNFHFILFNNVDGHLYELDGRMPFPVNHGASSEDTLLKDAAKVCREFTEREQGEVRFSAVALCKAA
USP28 block: inhibitors of human USP28 deubiquitinase; purified USP28, Ub-rhodamine cleavage fluorescence, 30 min; inhibition, % at 25 µM; hit rate 3% among 47,000; AID 1645857
OTUD3 inh: inhibitors of human OTUD3 deubiquitinase | Q5T2D3 | purified OTUD3, Ub-rhodamine fluorescence, 2 h | inhibition, % at 25 µM | hit rate 0.7% among 47,000 | AID 1645858
USP30 block: inhibitors of human USP30 deubiquitinase | Q70CQ3 | purified USP30, Ub-rhodamine cleavage fluorescence | inhibition, % at 25 µM | hit rate 5.3% among 47,000
USP8 inh: inhibitors of human USP8 deubiquitinase; purified USP8, Ub-rhodamine cleavage fluorescence, 30 min; inhibition, % at 20 µM; hit rate 4.2% among 47,000
USP10 inh: human USP10 deubiquitinase inhibition; Q14694; purified USP10, Ub-rhodamine fluorescence, 60 min; inhibition, % at 20 µM; hit rate 1.1% among 47,000; AID 1645856
Target sequence (Q14694 whole entry, looked up): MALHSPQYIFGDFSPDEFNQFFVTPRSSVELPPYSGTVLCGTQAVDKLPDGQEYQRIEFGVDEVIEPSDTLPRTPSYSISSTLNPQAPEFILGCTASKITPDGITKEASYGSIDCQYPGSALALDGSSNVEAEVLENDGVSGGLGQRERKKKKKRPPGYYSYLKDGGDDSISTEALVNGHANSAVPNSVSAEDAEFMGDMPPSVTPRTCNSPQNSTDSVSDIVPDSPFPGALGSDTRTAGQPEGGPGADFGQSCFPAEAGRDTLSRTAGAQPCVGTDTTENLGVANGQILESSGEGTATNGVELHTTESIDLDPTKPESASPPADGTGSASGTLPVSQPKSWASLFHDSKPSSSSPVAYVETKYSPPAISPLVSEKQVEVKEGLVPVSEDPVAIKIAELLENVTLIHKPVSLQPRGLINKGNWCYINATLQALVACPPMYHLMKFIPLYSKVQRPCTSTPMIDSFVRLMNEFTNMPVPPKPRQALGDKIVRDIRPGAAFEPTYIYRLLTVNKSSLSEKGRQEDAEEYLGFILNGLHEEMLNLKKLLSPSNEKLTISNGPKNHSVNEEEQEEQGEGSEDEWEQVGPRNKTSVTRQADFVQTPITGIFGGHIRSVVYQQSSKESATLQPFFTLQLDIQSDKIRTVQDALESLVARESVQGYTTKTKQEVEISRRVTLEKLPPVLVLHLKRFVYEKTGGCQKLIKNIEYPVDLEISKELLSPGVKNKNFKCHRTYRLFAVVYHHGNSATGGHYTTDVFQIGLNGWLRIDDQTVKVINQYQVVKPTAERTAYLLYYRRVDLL
USP17 block: human USP17-like deubiquitinase inhibition; purified USP17, Ub-rhodamine cleavage fluorescence, 3 h; A8MUK1; inhibition, % at 50 µM; hit rate 6.5% among 47,000
* marks the source's active call; other numbers are inactive results; . = not tested or not shown. Cut-off read from the data, not from the text of the source: active = inhibition above about 30%; inactive = the rest. Rows are unselected; 13% or so of the library scored in one or more.

Below each compound – USP7 block | UCHL1 inh | USP28 block | OTUD3 inh | USP30 block | USP8 inh | USP10 inh | USP17 block
[1] CN(C)CCCN(C(=O)c1cc2ccccc2oc1=O)c1nc2ccc(F)cc2s1
    -50 | 1 | 44* | 16 | 79* | -80 | 11 | 55*
[2] Brc1ccc(Oc2ncc(CN3CCOCC3)s2)cc1
    -4 | -3 | -16 | -4 | 0 | -4 | 0 | -3
[3] COCCNC(=O)CN1C(=O)CCSc2ccc(S(=O)(=O)N3CCCC3)cc21
    -2 | -3 | -6 | -4 | 0 | -7 | -2 | 0
[4] Cc1ccc2c(COC(=O)c3ccc(N(C)C)cc3)cc(=O)oc2c1
    0 | 0 | -1 | -1 | 8 | 7 | 2 | 12
[5] CCOc1ccc(S(=O)(=O)Nc2ccccc2Cc2ccccc2)cc1
    14 | 8 | 15 | 11 | 15 | 22 | 20 | 15
[6] COc1ccc(Cl)cc1NC(=O)C1Nc2ccccc2S(=O)(=O)N1 (stereo unspecified)
    3 | 4 | 10 | 8 | 13 | 12 | 8 | 7
[7] Cc1nc(NC(=O)c2cccc(Cl)c2)sc1C(=O)Nc1cccnc1
    -6 | -3 | 11 | 2 | 12 | -10 | 0 | 21
[8] COC(=O)C(Cc1ccc(C)cc1)(C(=O)OC)c1ccc([N+](=O)[O-])cc1
    0 | 4 | 1 | 7 | -1 | -13 | 5 | 1
[9] CC(C)OC(=O)c1cc2c(ccn2-c2ccc(F)cc2)n1CC(=O)Nc1ccc2c(c1)OCCO2
    -11 | -16 | -29 | 1 | -106 | 2 | -6 | -1
[10] CCOc1ccc2c(c1)c(=O)c(C(=O)c1ccccc1)cn2CC(=O)Nc1ccc(Cl)cc1
    30 | 6 | 1 | -8 | 8 | 93* | 47* | -25
[11] Cc1ccc(NC(=O)Cn2c(=O)c3cccnc3n(-c3ccccc3)c2=O)cc1
    -2 | -8 | -43 | -42 | -148 | 8 | -2 | 24
[12] NC(=O)C1CCN(c2nc3ccc(-c4ccc(F)cc4)nc3s2)CC1
    -4 | -7 | -26 | -13 | -66 | -39 | -9 | -28
[13] COc1ccc(OC)c(CN2CCC3(CC2)CN(C(C)=O)Cc2ccccc2O3)c1
    -7 | -4 | -14 | -10 | -7 | -18 | -1 | -20
[14] O=C(CN1CCCc2ccccc21)NCCc1ccc(Cl)cc1
    -43 | -26 | -76 | -64 | -302 | -35 | -5 | -73
[15] O=C(NCCc1ccc(Cl)cc1)c1cc(OCc2ccccc2)nc2ccccc12
    4 | 3 | 6 | 17 | 25 | -2 | 6 | 15
[16] O=C(c1ccc(CNS(=O)(=O)c2ccccc2)cc1)N1CCN(c2ccccn2)CC1
    -6 | -4 | -7 | -4 | 2 | -2 | 1 | -9
[17] COc1cccc2sc(=NC(=O)Cc3cccc4ccccc34)n(C)c12
    5 | -2 | -5 | 0 | 11 | -7 | -1 | 2
[18] Cc1nc(CN2CCOC(Cn3cccn3)C2)oc1C (stereo unspecified)
    -6 | -7 | -13 | -8 | -37 | -19 | -9 | -22
[19] COc1ccc(-c2[nH]c3ccccc3c2SCCNC(=O)c2ccc(S(=O)(=O)N3CCCCC3)cc2)cc1
    10 | 4 | 12 | 12 | 20 | 0 | 6 | -1
[20] Cc1ccc(C)c(N2C(=O)CN(S(C)(=O)=O)CC2(C)C(=O)NC2CCCCC2)c1 (stereo unspecified)
    1 | 0 | 5 | 2 | 10 | 7 | 1 | 5
[21] CCc1cc(=O)n(CC(=O)N2CCCc3ccccc32)c(N)n1
    4 | 1 | -2 | 1 | 12 | 2 | 1 | 0
[22] CCOC(=O)N1CCN(C(=O)c2cccc(N3C(=O)CCS3(=O)=O)c2)CC1
    1 | -1 | 2 | -1 | 3 | -4 | -1 | 7
[23] Cc1ccc(C)c(COc2cc(C)c3c(c2)OC(C)(C)CC3=O)c1
    8 | 3 | 5 | 10 | -4 | 23 | 1 | 4
[24] COC(=O)c1cccc(N2Cc3cccc(OC)c3OCC2=O)c1
    -2 | -1 | -2 | 4 | -2 | 1 | 1 | -5
[25] Fc1ccccc1-c1noc(N2CCN(c3ccccc3)CC2)n1
    1 | 3 | -2 | 7 | 18 | 13 | 8 | 8
[26] O=C(NCc1nnnn1-c1ccccc1)Nc1c(F)cccc1F
    3 | 2 | 3 | 4 | 24 | 2 | -1 | 4
[27] C[C@@H](NS(=O)(=O)c1ccc(F)c(Cl)c1)C(=O)NCc1cscn1
    -1 | -1 | -3 | -4 | 0 | 1 | 0 | -1
[28] COCCNC(=O)C1(C)Cn2nc(-c3ccco3)cc2C(=O)N1c1ccc(OC)cc1 (stereo unspecified)
    -2 | -2 | -14 | -16 | -19 | 0 | 0 | -14
[29] O=c1[nH]c(C2CCN(S(=O)(=O)c3ccc(S(=O)(=O)N4CCOCC4)cc3)CC2)nc2c1nnn2Cc1ccccc1Cl
    9 | -4 | 8 | -16 | 2 | -40 | 7 | 20
[30] COc1ccccc1C(=O)Nc1ccc(Oc2nc(C)nc3sc4c(c23)CCCC4)cc1
    -4 | -4 | -8 | -4 | -1 | 0 | -4 | -1

Arranged by the number under USP30 block (descending): some entries from above
Below each compound – USP7 block | UCHL1 inh | USP28 block | OTUD3 inh | USP30 block | USP8 inh | USP10 inh | USP17 block
[7] Cc1nc(NC(=O)c2cccc(Cl)c2)sc1C(=O)Nc1cccnc1
    -6 | -3 | 11 | 2 | 12 | -10 | 0 | 21
[20] Cc1ccc(C)c(N2C(=O)CN(S(C)(=O)=O)CC2(C)C(=O)NC2CCCCC2)c1 (stereo unspecified)
    1 | 0 | 5 | 2 | 10 | 7 | 1 | 5
[4] Cc1ccc2c(COC(=O)c3ccc(N(C)C)cc3)cc(=O)oc2c1
    0 | 0 | -1 | -1 | 8 | 7 | 2 | 12

Remaining list, next part:
Below each compound – USP7 block | UCHL1 inh | USP28 block | OTUD3 inh | USP30 block | USP8 inh | USP10 inh | USP17 block
[31] COc1ccccc1-c1cc(CNCCN)n(Cc2ccc3ccccc3c2)n1
    -20 | 6 | 30* | 10 | 44* | -104 | -1 | -13
[32] O=C(C1CCNCC1)N1CCN(c2ccccc2F)CC1
    1 | -1 | 1 | 2 | 0 | 5 | 3 | 0
[33] Cc1ccc(Nc2nc(NCCc3ccccc3)nc3c2cnn3C)cc1
    3 | 3 | -9 | 0 | 16 | -6 | -1 | 74*
[34] c1ccc(Cn2c3ccccc3n3cc(-c4ccc(-c5ccccc5)cc4)nc23)cc1
    -4 | 3 | 0 | 10 | -196 | -1 | 2 | 22
[35] Cc1[nH]c(-c2nnc(C3CCC3)o2)c(C)c1S(=O)(=O)N1CCCCC1
    -7 | -4 | -4 | -9 | 4 | -1 | 3 | -10
[36] Cc1cccc(NC(=O)CCc2cccc3[nH]ccc23)c1C
    -2 | -3 | -12 | -11 | -16 | 1 | -1 | -7
[37] Cc1ccc(S(=O)(=O)N2C[C@H]3C[C@H](C(=O)N(C)C)[C@@H](C2)O3)cc1
    3 | 1 | 6 | 4 | 14 | -20 | 0 | 1
[38] CC(C(=O)Nc1ccc([N+](=O)[O-])cc1Cl)N(C)Cc1ccc(Cl)c(Cl)c1 (stereo unspecified)
    3 | 1 | 5 | 4 | 11 | 3 | -2 | 2
[39] CC(C)CS(=O)(=O)N1C[C@H]2C[C@H](C(=O)NCc3cccnc3)[C@@H](C1)O2
    4 | 0 | -6 | 0 | 2 | -226 | 2 | -2
[40] Cc1cccc(CNC(=O)c2c(N3CCCC3=O)c3cc(C)ccc3n2C)c1
    2 | 2 | 9 | 9 | 12 | -126 | 3 | 15
[41] Cc1sc(NC(=O)CN2CCOCC2)c(C#N)c1C
    4 | 2 | 11 | 13 | 19 | 18 | 0 | 2
[42] O=C(c1ccncc1)N1CCCC1c1nnn2cc(C3CC3)ccc12 (stereo unspecified)
    0 | -2 | 6 | 11 | 9 | -6 | -5 | 9
[43] CN1C[C@H]2CCN(C(=O)NC3CCCC3)CC[C@H]2S1(=O)=O
    -2 | 2 | 8 | 7 | 23 | 7 | 1 | 17
[44] COc1ccc(CNc2nc(-c3ccccc3)cc(C)c2S(=O)(=O)c2ccc(Cl)cc2)cc1
    2 | -2 | -2 | -2 | -5 | -12 | 3 | 1
[45] CCOC(=O)N1CCN(S(=O)(=O)c2ccc(C(=O)Nc3ccccc3-c3nc4ccccc4[nH]3)cc2)CC1
    6 | 2 | 12 | 14 | 17 | 18 | 2 | 17
[46] O=C(OCC(=O)N1CCCc2ccccc21)c1ccc(O)cc1
    0 | 0 | 2 | 0 | 2 | -3 | -1 | -7
[47] Cc1n[nH]c(C)c1CC(=O)N1CCCC(c2ccc3cn[nH]c3n2)C1 (stereo unspecified)
    2 | -2 | -1 | -2 | -4 | -1 | 1 | -8
[48] CC(C)NC(=O)N1CCC2(CC1)C(=O)NCN2C(=O)Cc1ccccc1
    4 | 0 | 4 | 9 | 15 | -73 | 3 | 0
[49] Cc1cc2c(cc1S(=O)(=O)Nc1ccc(F)cc1)OCC(=O)N2
    -8 | 1 | 8 | 0 | 12 | 5 | 3 | -3
[50] O=c1cc(-c2cncc(Br)c2)nc(-c2ccccc2)[nH]1
    3 | 1 | 6 | 11 | 30* | 34* | 10 | .
[51] CCc1nnc(NC(=O)CN2C(=O)CCc3ccccc32)s1
    4 | 1 | 0 | 9 | 0 | -4 | 0 | -5
[52] Cc1nn2c(CNS(=O)(=O)c3ccccc3F)c(C)nc2s1
    1 | 3 | 4 | 8 | 10 | 13 | 1 | 4
[53] CC(C)n1nccc1-c1cncc(CC2CCN(S(C)(=O)=O)CC2)n1
    5 | 2 | 0 | 7 | -12 | -38 | 1 | -2
[54] Cc1noc(C)c1CC(=O)N1C[C@H]2CC[C@@H](Nc3cnccn3)[C@H]2C1
    3 | -1 | 1 | -3 | 3 | 4 | -1 | 4
[55] O=C(COC(=O)c1cccc([N+](=O)[O-])c1)Nc1cccc(Oc2ccccc2)c1
    3 | -1 | 20 | 7 | 32* | 2 | 12 | 9
[56] Cc1cc(-c2cnc(C)nc2C2CCCN(C(=O)Cc3ccc(F)cc3)C2)on1 (stereo unspecified)
    -3 | 1 | 5 | 9 | 24 | 0 | 0 | 11
[57] CCCCN1CCC(N2CCN(C(=O)c3ccoc3C)CC2=O)CC1
    -10 | -8 | -28 | -26 | -105 | -15 | -8 | -38
[58] OCCCNc1ncnc2c1c(-c1ccccc1)c(-c1ccccc1)n2Cc1ccco1
    4 | 5 | -12 | -20 | 0 | -159 | 7 | 0
[59] O=C(c1cc(C2CC2)[nH]n1)N1CCN(CCOc2ccc(Cl)cc2)CC1
    -5 | 1 | 10 | 16 | 20 | 9 | 0 | -1
[60] CN1C(=O)[C@H]2CN(c3ncccn3)C[C@H]2C12CCN(C(=O)NCCc1ccccc1)CC2
    2 | -2 | 0 | -3 | -8 | -23 | -1 | -10

3 compounds from above, ordered by number of heavy atoms, lowest first:
Below each compound – USP7 block | UCHL1 inh | USP28 block | OTUD3 inh | USP30 block | USP8 inh | USP10 inh | USP17 block
[46] O=C(OCC(=O)N1CCCc2ccccc21)c1ccc(O)cc1
    0 | 0 | 2 | 0 | 2 | -3 | -1 | -7
[54] Cc1noc(C)c1CC(=O)N1C[C@H]2CC[C@@H](Nc3cnccn3)[C@H]2C1
    3 | -1 | 1 | -3 | 3 | 4 | -1 | 4
[59] O=C(c1cc(C2CC2)[nH]n1)N1CCN(CCOc2ccc(Cl)cc2)CC1
    -5 | 1 | 10 | 16 | 20 | 9 | 0 | -1

Next part.
Below each compound – USP7 block | UCHL1 inh | USP28 block | OTUD3 inh | USP30 block | USP8 inh | USP10 inh | USP17 block
[61] COc1ccc(Cc2noc(C3(C)CCOCC3)n2)cc1
    -5 | -1 | -17 | -2 | 0 | 1 | 0 | -3
[62] CCN(CC)S(=O)(=O)N1CCN(C(C)c2nc(N)nc(Nc3ccccc3)n2)CC1 (stereo unspecified)
    5 | 2 | 1 | 5 | 13 | 14 | 0 | 5
[63] O=C(O)C1=C(c2ccccc2)S(=O)(=O)c2ccccc21
    0 | 0 | -5 | 0 | -5 | 4 | 1 | 0
[64] COc1ccccc1-c1nc(-c2nnn(Cc3ccccc3)c2C)no1
    -6 | 5 | 45* | 18 | 27 | 8 | 6 | 24
[65] Cc1ccc(S(=O)(=O)N2CCn3nc(C(C)(C)C)cc3C2)cc1
    -8 | -1 | 1 | -2 | 13 | 12 | -1 | 6
[66] NS(=O)(=O)c1ccc(CCNC(=O)c2c(Cl)nc3sccn23)cc1
    7 | 3 | 22 | 11 | 23 | 1 | 2 | 22
